Statin myotox sup – protects C2C12 myotubes from simvastatin toxicity. 0.78% of 330,000 active. rescue of ATP level, % at 7.49 µM. AID 602340. ATP luminescence, 48 h; scaled: DMSO 0, geranylgeraniol control 100;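 active means mean ATP rescue above about 67%, or every replicate alone reaching that limit, limit read from the data, passing the limit was not always enough; inconclusive means no clear call, values can overlap the other calls; inactive means mean under the limit and some replicate under it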;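 further: myotubes were challenged with 10 µM simvastatin during compound exposure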
miR122 inh – inhibitors of miR-122 in Huh7 cells. Huh7 miR-122 Renilla luciferase sensor, 48 h; neutral wells = 0, positive control = 100. activation (reporter increase), % at 12.5 µM. 0.3% of 340,000 active;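 active means mean replicate activation score at least 90 and every replicate individually at or above 90; inconclusive means only one of the two criteria met; inactive means neither criterion met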;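 further: higher luciferase means less miR-122 activity so hits act as miR-122 inhibitors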
F508del corr – CFTR F508del correction in bronchial cells. CFBE cells, YFP halide quenching; stimulated with forskolin plus potentiator P3; % fluorescence drop versus neutral controls. activity (quench increase), % at 7.58 µM. 0.36% of 350,000 active;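 active means mean added fluorescence quench of at least 8% versus neutral control, with both replicates also reaching 8%; inconclusive means only one of the mean or replicate conditions met; inactive means mean below 8% and not both replicates reaching 8%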;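 further: cells transiently co-express mutant CFTR-F508del with the halide-sensitive YFP; corrector assay measuring rescue of mutant channel to the surface after 24 h compound exposure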
INS-1E GSIS act – primary screen for activators of insulin secretion dependent on glucose, INS-1E cells, GLuc reporter luminescence; 0.61% of 370,000 active; INS-1E GLuc reporter insulin secretion, 2-3 h; activation, % at 16.6 µM;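 active means lowest replicate activation of at least 40%, so every replicate reaches that level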;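 further: 0% = median of neutral control wells and 100% = median of IBMX positive control wells; some compounds called inactive have numbers as strong as hits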
PGC1a acetyl inh – modulators of PGC1a acetylation; U2OS PGC1a acetylation, AlphaScreen anti-acetyl-lysine; with virally co-expressed GCN5 acetyltransferase; inhibition, % at 15.6 µM; 0.17% of 350,000 active; AID 651687;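 active means every replicate shows inhibition of at least 40%; inconclusive means mean inhibition at least 40% but some replicate below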;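 further: 0% = neutral control wells and 100% = positive control wells; some results beyond the cut were filed as inactive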
PglD DTNB – PglD (C. jejuni) enzyme inhibition; 0.098% of 360,000 active; inhibition, % at 12.5 µM; purified PglD enzyme, DTNB colorimetric CoA detection; in the data active means inhibition above about 16%, passing the limit was not always enough; inconclusive means no clear call, values can overlap the other calls; further: strong numbers were not always called active
Cneo AK release – Cryptococcus neoformans lysis via adenylate kinase release | 0.2% of 360,000 active | lysis activity, % at 15 µM | C. neoformans lysis, adenylate kinase release luminescence, 4 h; normalised: neutral wells 0, clomiphene wells 100;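 active means mean lysis activity across replicates of at least 80%, whatever share of replicates individually reach that level; inactive means mean lysis activity below 80%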
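Assay system: C. neoformans cells. Amount: yeast cell density of 5 × 10^6 cells/mL. Technique: AK luminescence. Buffer or medium: YPD. Times: static 4 h at 37 °C with compound, 1 h detection. Dosing: single-point compound dose. Read-out: lysis from increased AK signal.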
FN deposition inh – fibronectin deposition inhibition. AID 743247. AH1F fibroblasts, Alexa488-fibronectin deposition fluorescence, overnight. 0.086% of 350,000 active. inhibition, % at 12.6 µM;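 active means mean inhibition across replicates of 30% or more, regardless of how many single replicates reach that level; inconclusive means mean under 30% yet at least half of replicates reach 30%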;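 further: positive control wells lacked labelled fibronectin entirely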
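Material: AH1F fibroblast monolayer depositing Alexa488-labelled fibronectin into matrix / Amount: 10000 AH1F cells per well / Signal: fluorescence 485/525 nm / Medium: DMEM, 2% serum / Compound: single dose, pinned / Incubation: 1 h cell adhesion before compound, then overnight fibronectin incubation / Reagent: Alexa488-FN, 24 nM final / Read-out: inhibition of fibronectin deposition signal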
Numbers without * were called inactive; u = inconclusive; x = no result given; [ ] = another dose, or the depositor's remark. Random draw from the library. About 2.1% of those tested had a hit in this group.

SMILES | Statin myotox sup | miR122 inh | F508del corr | INS-1E GSIS act | PGC1a acetyl inh | PglD DTNB | Cneo AK release | FN deposition inh
O=S(=O)(NCc1ccccn1)c1ccc2c(c1)OCCO2 | 5 | 21 | x | x | 4 | 4 | -1 | 0
CN1C(=O)c2cc(NC(=O)c3ccc(Cl)cc3)ccc2OC[C@@H]2O[C@@H](CC(=O)O)CC[C@H]21 | 15 | -2[16.7 µM] | -1.8 | -1 | 9 | x | -1 | 5
Cc1cccc(C)c1NC(=O)CN1CCNCC1 | -6 | -3 | x | x | 7 | 1 | 2 | x
Clc1ccc(Nc2nc(-c3cccnc3)cs2)cc1 | -12 | x | x | 25 | x | -2 | 4 | x
Cc1cc(N2CCN(c3ccc(F)cc3)CC2)nc2cc(O)ccc12 | 9 | 1 | -3.1 | x | -2 | x | -2 | 1
C[C@@H]1CN([C@H](C)CO)C(=O)c2cc(NS(=O)(=O)c3cn(C)cn3)ccc2O[C@@H]1CN(C)C(=O)Nc1ccc(F)cc1 | -12 | -1[16.7 µM] | -6.4 | 4 | 5 | x | x | x
Cc1cccc[n+]1CC(=O)c1ccc(Cl)cc1 | -18 | 9 | 2.2 | 5 | x | -3 | -1 | -5
Cc1ccc(C(C)(C)C)cc1S(=O)(=O)Nc1nc2ccccc2nc1Cl | -1 | 32 | 0.9 | 10 | 5 | 1 | -2 | 0
C[C@@H]1CN([C@@H](C)CO)C(=O)c2cc(NC(=O)Nc3cccc4ccccc34)ccc2O[C@@H](C)CCCCO[C@H]1CN(C)CC1CC1 | x | 9[16.7 µM] | -0.5 | -30 | 7 | 7 | 55 | x
N#Cc1c(N)n(-c2ccccc2)c(=O)c2cc([N+](=O)[O-])ccc12 | -7 | -2 | 0.1 | 11 | 10 | -1 | 0 | -3
CC1CN(C(=S)Nc2ccccc2C(F)(F)F)CC(C)O1 (stereo unspecified) | 9 | x | 2.1 | -11 | x | -5 | 6 | 7
CC(C)Sc1nc2ccccc2n2cnnc12 | 4 | 4 | 1.4 | 58 | 3 | 7 | 0 | -2
COc1cccc(S(=O)(=O)N(C)C[C@@H]2OCc3ccccc3-c3ccccc3C(=O)N([C@H](C)CO)C[C@H]2C)c1 | x | x | -0.3 | -14 | -18 | -1 | 2 | -5
CCOC(=O)Nc1ccc([N+](=O)[O-])cc1C | x | -3 | 0.0 | 2 | 2 | -1 | -1 | 2
O=C(COc1ccccc1Cl)Nc1ccc2oc(=O)ccc2c1 | 14 | -7 | 0.2 | 8 | -1 | 0 | 5 | 2

Compound profiles, from the list above. Screens in order: Statin myotox sup | miR122 inh | F508del corr | INS-1E GSIS act | PGC1a acetyl inh | PglD DTNB | Cneo AK release | FN deposition inh
Listed for CC(C)Sc1nc2ccccc2n2cnnc12 = 4 | 4 | 1.4 | 58 | 3 | 7 | 0 | -2
Listed for Clc1ccc(Nc2nc(-c3cccnc3)cs2)cc1 = -12 | x | x | 25 | x | -2 | 4 | x

Carrying on.
SMILES | Statin myotox sup | miR122 inh | F508del corr | INS-1E GSIS act | PGC1a acetyl inh | PglD DTNB | Cneo AK release | FN deposition inh
COc1cc(NC(=O)c2ccc(Cl)cc2Cl)ccc1NC(=O)c1cccs1 | -18 | -24 | 1.8 | -7 | 6 | 6 | 0 | -8
COc1cc(/C=C/C(=O)OCC(=O)NCc2ccco2)ccc1OCC#N | x | x | -2.3 | 8 | -4 | x | x | 7
COc1ccc(C)cc1S(=O)(=O)N(C)CC(=O)NCc1ccccn1 | 19 | -2 | -2.0 | -4 | x | 2 | -1 | 5
O=C(c1ccco1)N1CCN(CCCCN2C(=O)c3ccccc3C2=O)CC1 | -4 | x | 1.1 | 9 | -4 | -10 | 1 | x
CCC(C(=O)NC1CCCCC1)N(CC1CCCO1)C(=O)CNS(=O)(=O)c1ccc(OC)cc1 (stereo unspecified) | 17 | 1 | x | x | 29 | 5 | 3 | x
CCCC#Cc1ccc2c(c1)O[C@@H](CN(C)S(=O)(=O)c1cccc(OC)c1)[C@@H](C)CN([C@H](C)CO)S2(=O)=O | -22 | -5[16.7 µM] | 2.1 | 3 | -18 | x | x | 8
C[C@@H]1CN([C@H](C)CO)C(=O)Cc2cc(NC(=O)Cn3cnnn3)ccc2O[C@H]1CN(C)S(C)(=O)=O | -1 | 6[16.7 µM] | 3.5 | 7 | -11 | 1 | 0 | x
C[C@H](CO)N1C[C@H](C)[C@H](CN(C)C(=O)Nc2ccc3c(c2)OCO3)Oc2c(NS(C)(=O)=O)cccc2C1=O | x | -2[16.7 µM] | -1.9 | 11 | 3 | 4 | -1 | x
COc1ccc(Cc2nnc(NC(=O)c3ccc(OC)cc3OC)s2)cc1 | 2 | 7 | 0.4 | 8 | 5 | 7 | 0 | 0
O=C1CCCC(=O)C1CS(=O)(=O)c1ccccc1 | -6 | 6 | -0.3 | -19 | -2 | x | x | x
Cc1cc(=O)oc(C)c1C(=O)Nc1ccc(Cl)cn1 | 0 | -2 | x | x | -6 | -1 | 0 | 0
N#C[C@@H]1[C@H](c2ccc(C#CC3CCCCC3)cc2)[C@@H](CO)N1S(=O)(=O)c1ccccc1 | 34 | x | -0.9 | 0 | 16 | -2 | 0 | -8
C[C@@H](NC(=O)C[C@@H]1CC[C@H](NC(=O)C2CCOCC2)[C@H](CO)O1)c1ccccc1 | -3 | x | -0.4 | 15 | 2 | -1 | 50 | -6
COc1ccc(N(CC(=O)NCc2ccccc2OC)S(=O)(=O)c2ccccc2[N+](=O)[O-])c(OC)c1 | x | x | 3.0 | -9 | -8 | x | x | -9
C=CCC[C@@H](Cc1ccc(F)cc1)C(=O)OC[C@@H](NC(=O)[C@H](CC=C)CC(=O)NCCO)C(C)(C)C | 0 | -5 | -0.4 | -14 | -13 | 7 | 4 | -8
O=C(CN(Cc1ccc(F)cc1)C(=O)CCC(=O)Nc1ccccn1)NCCc1ccccc1 | 1 | 1 | -2.8 | -17 | -1 | -1 | 1 | 1
Cc1nc(Cc2nnc(SCC(=O)N3CC(=O)Nc4ccccc43)o2)cs1 | -2 | -3 | 1.7 | x | 4 | x | x | 11
COc1cccc(-c2ccc3c(c2)O[C@H](CN(C)Cc2cccnc2)[C@H](C)CN([C@@H](C)CO)S3(=O)=O)c1 | -99 | 4[16.7 µM] | 1.0 | 0 | -8 | -15 | 4 | -5
C[C@@H]1CN([C@H](C)CO)C(=O)c2cccc(NS(=O)(=O)c3cn(C)cn3)c2O[C@@H]1CN(C)Cc1ccc(C(=O)O)cc1 | x | 1[16.7 µM] | -1.1 | 31 | 2 | -1 | 0 | x
CC(N)=Nc1ccc([N+](=O)[O-])cc1 | x | 4 | x | 15 | 7 | 1 | -2 | -6
O=C(c1cccc([N+](=O)[O-])c1)N1CCCC(C(=O)N2CCCCCC2)C1 (stereo unspecified) | 3 | -5 | -0.6 | 10 | 3 | -6 | -3 | 1
CCNC(=O)[C@H]1[C@H](CO)[C@H]2Cn3c(ccc(C4=CCCCC4)c3=O)[C@@H]1N2Cc1cocn1 | -9 | 2[16.7 µM] | -2.5 | 5 | x | 1 | 0 | x
CC(NC(=O)c1ccccc1C(=O)O)c1ccc(-n2ccnc2)cc1 (stereo unspecified) | -6 | -1 | -1.2 | 2 | x | 5 | -1 | 6
Cc1ccc(S(=O)(=O)N(Cc2n[nH]c(=S)n2-c2ccccc2)c2ccccc2)cc1 | 17 | 6 | 2.4 | 2 | -1 | x | x | 1
CON(C)S(=O)(=O)c1cccc(C(=O)N(CC(=O)Nc2ccccc2C(F)(F)F)Cc2ccco2)c1 | -9 | -6 | 3.4 | -2 | 4 | 4 | 0 | 3
Cc1ccc(-c2noc(CCC(=O)Nc3ccc4c(c3)OCO4)n2)cc1 | 0 | -5 | x | x | -1 | x | 1 | x
CCOC(=O)C1=C(N)Oc2cc(O)ccc2C1c1cccnc1 (stereo unspecified) | -12 | -10 | x | x | -5 | x | 0 | -4
Cn1c(Cn2c(=O)sc3ccccc32)nnc1SCC(=O)Nc1cccc(F)c1 | 1 | 7 | 0.9 | 7 | 7 | -1 | -2 | -25
N#CCSc1nc2ccc(N3CCCCC3)cc2c(=O)n1Cc1ccccc1 | -5 | 15 | x | x | 14 | -6 | 12 | x
COc1ccc(NC(=O)c2csc(C)c2)cc1OC | x | -9 | -3.7 | 57* | 7 | 1 | -7 | 0
Cc1ccc(Cl)cc1N(CC(=O)NC1CCCC1)C(=O)c1csnn1 | u | -8 | -1.6 | 13 | 8 | -7 | 0 | 5
CO[C@H](C(=O)N(C)C[C@@H]1OCc2ccccc2-c2ccccc2C(=O)N([C@H](C)CO)C[C@H]1C)c1ccccc1 | x | x | -0.6 | -6 | 1 | 2 | -3 | -9
CN1CCCC(OC(=O)c2ccc(Cl)cc2)C1 (stereo unspecified) | x | -1 | 1.2 | -4 | -11 | 3 | 0 | 3
S=C(Nc1ccccc1Cl)N(Cc1cccnc1)Cc1ccco1 | x | x | 0.5 | 23 | -7 | x | x | 0
Cc1ccc(F)cc1NC(=O)C1CCN(c2cnccn2)CC1 | x | 3 | x | x | x | 0 | -4 | -4
COc1cccc(CNCCSc2nnnn2C)c1 | -14 | -2 | x | x | -14 | 0 | -5 | x
COc1ccc(CN2CC3(CN(C(C)=O)C3)c3c(n(C)c4cc(OC)ccc34)[C@H]2CO)cc1 | x | x | 2.1 | 2 | 10 | x | x | -5
COc1ccc(N(CC(=O)NC2CCCC2)C(=O)CCC(=O)Nc2cc(C)on2)cc1OC | 8 | -2 | 1.8 | 16 | x | 6 | 0 | -5
C[C@H]1CN([C@@H](C)CO)C(=O)c2cc(NC(=O)C3CCCCC3)ccc2O[C@@H]1CN(C)CC1CC1 | 8 | 16[16.7 µM] | -0.4 | 40 | -7 | -3 | -1 | x
O=C(Nc1ccc(Cl)c(Cl)c1)C1CCN(C(=O)c2ccco2)CC1 | -13 | -4 | 1.7 | -32 | -2 | 2 | -3 | -11
CCC(=O)N1CCN(c2ccccc2NC(=O)COc2cccc(C)c2)CC1 | 3 | -3 | x | 4 | -3 | 6 | 0 | 3
C[C@H]1CN([C@@H](C)CO)C(=O)c2cc(C#CC3(O)CCCC3)cnc2O[C@H]1CN(C)Cc1ccccn1 | 6 | 6[16.7 µM] | 0.9 | 14 | -4 | 1 | -2 | x
CN(CC1COCCO1)C(=O)c1cc(COc2c(F)cccc2F)on1 (stereo unspecified) | 6 | -1 | -1.4 | -9 | 0 | 0 | -2 | 0
Cn1c(CSc2nc3ccccc3s2)nnc1SCC(=O)NCc1cccnc1 | 1 | -7 | x | x | -10 | -3 | 1 | -13
Cc1ccc(NC(=S)NC2CCCCC2)cc1S(=O)(=O)N(C)C | -16 | 30 | 1.3 | -12 | x | 3 | -3 | 2
CCN(C(=O)COC(=O)c1ccc(OC)c(S(=O)(=O)N(C)Cc2ccccc2)c1)C1CCS(=O)(=O)C1 (stereo unspecified) | -14 | 8 | 1.3 | -7 | x | -1 | -5 | 9
CCOC(=O)C(Cc1ccc(NC(C)=O)cc1)N1C(=O)c2ccccc2C1=O (stereo unspecified) | 2 | x | 2.9 | -6 | x | -8 | -1 | 26

Source: PubChem BioAssay
